S-ASM inh – Inhibitors of Secretory Acid Sphingomyelinase (S-ASM): qHTS | Sphingomyelin phosphodiesterase (Homo sapiens), P17405 | placental ASM, HMU-PC fluorogenic substrate, 60 min | Potency, µM (series often up to 57.5 µM), inactives show at the highest dose activity change, negative = inhibition, usual class: inhibitors | actives 0.006% (n = 340,000) | AID 504937, 2011; note: potency is the fitted concentration of half-maximal effect
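Human placenta-derived ASM enzyme was preincubated with compound for 10 minutes at room temperature, then given fluorogenic substrate HMU-PC0 (9 uM final) for 60 minutes at 37 °C; a pH 10 stop preceded fluorescence reading at Ex 386/Em 447 nm.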
Chronic BCR inh – qHTS Assay to Find Inhibitors of Chronic Active B-Cell Receptor Signaling; ABC-DLBCL IkBa-CBG/CBR reporter, luminescence ratio, 4 h; actives 0.05% (n = 340,000); Potency, µM (titrated, usually from 46.1 µM), without a hit: at the top dose ratio change, negative = lower green/red ratio, hits mostly inhibitors; active = well fitted inhibition curve with a large enough effect in the signal ratio, with a control signal flat, not every such curve was filed as active; inconclusive = small, poorly fitted or top-dose-only effect, or effect the other way, or a change in a side signal; the % refers to the signal ratio;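 note: potency is the fitted concentration of half-maximal effect; plate controls were basal doxycycline-induced cells for no effect and cells given 10 µM MG132 for full effect; MG132 reads +100%, hits lower the ratio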
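TMD8 human ABC-DLBCL cells with doxycycline-inducible IκBα–green luciferase fusion and unfused red luciferase, in 0.5% FBS medium; compounds up to 46 uM, 4 h at 37C. Green/red luminescence ratio, filter-overlap corrected, fitted to concentration-response curves.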
GALK inhibitor – qHTS Assay for Inhibitors of Human Galactokinase (GALK) | AID 1868, 2009 | actives 0.007% (n = 270,000) | Potency, µM (top dose mostly 57.5 µM), for the others: at the highest dose activity change, negative = inhibition, usual class: inhibitors | Purified GALK, Kinase-Glo residual ATP luminescence | P51570; note: potency is the fitted concentration of half-maximal effect; % is set by controls: 0 for no effect and ±100 for the full control effect
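Compounds were pin-transferred into ATP buffer (35 uM final), then GALK plus galactose (5 nM, 100 uM final) was added. After 1 h at room temperature, Kinase-Glo Plus was added and luminescence read after 10 min.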
hERG WT inh – qHTS for Inhibitors of KCHN2 3.1: Wildtype qHTS; U2OS, BacMam KCNH2, thallium flux FluxOr; stronger effect = lower value; activity change, % at 1.84 µM; actives 0.37% (n = 340,000); AID 720551, 2013;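 active = maximum activity change below -70%; inconclusive = maximum activity change between -70% and -50%; inactive = maximum activity change above -50%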; note: % is set by controls: 0 for no effect and ±100 for the full control effect
Target sequence (Q12809 whole entry, looked up): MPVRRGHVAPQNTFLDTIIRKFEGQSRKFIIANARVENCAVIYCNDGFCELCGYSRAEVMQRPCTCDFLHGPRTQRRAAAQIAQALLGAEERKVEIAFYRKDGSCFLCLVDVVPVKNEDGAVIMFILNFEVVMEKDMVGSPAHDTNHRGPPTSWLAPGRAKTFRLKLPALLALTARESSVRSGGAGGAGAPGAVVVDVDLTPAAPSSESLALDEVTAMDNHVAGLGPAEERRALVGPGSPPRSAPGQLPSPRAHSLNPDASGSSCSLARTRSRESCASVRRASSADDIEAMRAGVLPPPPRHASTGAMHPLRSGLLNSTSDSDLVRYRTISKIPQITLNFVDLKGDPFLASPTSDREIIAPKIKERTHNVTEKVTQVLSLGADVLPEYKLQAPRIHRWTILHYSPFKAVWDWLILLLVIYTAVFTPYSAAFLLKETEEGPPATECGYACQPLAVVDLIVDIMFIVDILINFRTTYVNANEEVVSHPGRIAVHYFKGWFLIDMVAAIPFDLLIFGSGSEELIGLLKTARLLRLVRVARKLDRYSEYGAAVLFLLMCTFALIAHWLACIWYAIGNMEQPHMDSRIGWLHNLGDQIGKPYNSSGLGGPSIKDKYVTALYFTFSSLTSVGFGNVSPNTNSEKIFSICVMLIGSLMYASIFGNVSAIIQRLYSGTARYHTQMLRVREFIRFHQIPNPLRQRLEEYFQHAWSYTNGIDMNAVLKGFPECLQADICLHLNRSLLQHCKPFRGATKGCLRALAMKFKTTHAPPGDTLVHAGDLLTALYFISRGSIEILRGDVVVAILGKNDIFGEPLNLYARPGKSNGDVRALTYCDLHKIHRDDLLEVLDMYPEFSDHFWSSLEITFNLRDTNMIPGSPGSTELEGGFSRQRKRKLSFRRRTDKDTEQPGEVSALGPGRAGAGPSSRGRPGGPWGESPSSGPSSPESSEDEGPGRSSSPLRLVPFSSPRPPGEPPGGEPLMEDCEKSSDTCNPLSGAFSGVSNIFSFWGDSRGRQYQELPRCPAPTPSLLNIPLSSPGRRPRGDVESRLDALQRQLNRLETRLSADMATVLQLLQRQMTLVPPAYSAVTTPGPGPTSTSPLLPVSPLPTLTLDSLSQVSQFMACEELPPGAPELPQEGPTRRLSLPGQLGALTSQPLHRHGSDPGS
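U2OS cells transduced with wild-type KCNH2 virus are loaded with FluxOr dye for 45 min, and thallium flux is measured in kinetic reads before and after stimulation buffer. Rate constants are normalized to DMSO controls.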
PKM2 act – qHTS Assay for Activators of Human Muscle isoform 2 Pyruvate Kinase. Potency, µM (top dose mostly 57.5 µM), inactives show top-dose activation, actives largely listed as activators. actives 0.34% (n = 260,000). purified PKM2, Kinase-Glo ATP luminescence, activation; response scale: 0% is enzyme alone, no compound. AID 1631, 2009; note: potency is the fitted concentration of half-maximal effect; % is set by controls: 0 for no effect and ±100 for the full control effect; nearly all actives have a fitted effect of over 55% in size
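Kinase-Glo luminescence reports ATP generated from ADP (0.1 mM) and PEP (0.5 mM) by purified hPK-M2 after 1 h at room temperature, pH 7.2 imidazole buffer; intermediate enzyme activity allows detecting inhibitors and activators.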
MBNL1 CUG block – qHTS Assay for Inhibitors of MBNL1-poly(CUG) RNA binding | actives 0.036% (n = 280,000) | Potency, µM (highest dose often 57.5 µM), for the others: top-dose activity change, negative = inhibition, most hits filed as inhibitors | AID 2675, 2010 | TR-FRET MBNL1-His/biotin-(CUG)12 binding, 665/545 ratio; active = well fitted inhibition curve with a large enough effect in the signal ratio, with a control signal flat, not every such curve was filed as active; inconclusive = small, poorly fitted or top-dose-only effect, or effect the other way, or a change in a side signal; inactive = no such curve, though single readings can be large or run the other way; the % refers to the signal ratio; note: potency is the fitted concentration of half-maximal effect; % is set by controls: 0 for no effect and ±100 for the full control effect
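TR-FRET readout: Ex 340 nm, 665/545 nm emission ratio, normalized to buffer-only (basal) and MBNL1-(CUG)12 controls. Complex of MBNL1-His with Biotin-(CUG)12, compounds 92 nM–58 uM, incubated 60 min at room temperature.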
TSHR antag – Antagonists of the Thyroid Stimulating Hormone Receptor: HTS campaign; Thyrotropin receptor (Homo sapiens), P16473; TSHR-expressing cells, TSH-stimulated cAMP HTRF, 2 h; stronger effect = lower value; activity change, negative = inhibition, % at 11.5 µM; actives 0.2% (n = 330,000);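 active = activity change below a set negative limit, meaning inhibition stronger than a set level, cut at about -70% in these data; inconclusive = activity change between two set negative limits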; note: % is set by controls: 0 for no effect and ±100 for the full control effect
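TSHR-expressing cells were treated with compounds, then stimulated with TSH at EC80 (4nM final) for 2 hours at 37 deg C. Cellular cAMP was measured by HTRF competition between lysate cAMP and cAMP-d2 for a cryptate-labelled anti-cAMP antibody.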
Mito fusion yeast – qHTS Assay for Small Molecule Inhibitors of Mitochondrial Division or Activators of Mitochondrial Fusion | actives 0.23% (n = 320,000) | Potency, µM (highest dose often 46.1 µM), for inactives: at the top dose growth rescue (activation), usual class: activators | S. cerevisiae fusion-defective mutant growth rescue, CellTiterGlo 48 h;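 note: potency is the fitted concentration of half-maximal effect; % of control where 0% means no effect; nearly all actives have a fitted effect of over 45% in size; temperature-sensitive fusion mutants such as fzo1-1 at 37 °C on non-fermentable ethanol glycerol medium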
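Yeast fusion mutant, YPEG (non-fermentable carbon), compound, 48 h at 37C non-permissive; CellTiterGlo added, 10 min RT, luminescence read. Rescued growth = division inhibition.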
USP2a inh – qHTS Assay for Inhibitors of Ubiquitin-specific Protease USP2a Using CHOP2 as the Reporter. actives 0.01% (n = 330,000). AID 463254, 2010. USP2 core, Ub-CHOP2 coupled fluorogenic reporter, 485/531. Potency, µM (top dose mostly 38.3 µM), for inactives: at the top dose activity change, negative = inhibition, usual class: inhibitors. Ubiquitin carboxyl-terminal hydrolase 2 (Homo sapiens), O75604;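 note: potency is the fitted concentration of half-maximal effect; plate controls were DMSO wells for no effect and full inhibition by NEM control for full effect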
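USP2 core (10nM final) preincubated 30min RT with compound in 20mM Tris-HCl pH 8.0, 2mM CaCl2, 2mM beta-mercaptoethanol, 0.05% CHAPS; 25nM Ub-CHOP2 plus 25nM reporter substrate added, fluorescence (Ex485/Em531) read after 60min.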
Eya2 inh – qHTS Assay for Inhibitors of the Phosphatase Activity of Eya2. Protein phosphatase EYA2 (Homo sapiens), O00167. recombinant Eya2, OMFP fluorescence dephosphorylation (OMFP is methylfluorescein phosphate). Potency, µM (doses to about 76.9 µM), for inactives: at the highest dose activity, negative = inhibition, usual class: inhibitors. actives 0.006% (n = 330,000); note: potency is the fitted concentration of half-maximal effect; % is set by controls: 0 for no effect and ±100 for the full control effect
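Eya2 (0.2 uM) preincubated 10 min at ambient with compound, then OMFP substrate added at 50 uM; 10 min reaction in 50 mM HEPES pH 7.5, 50 mM NaCl, 5 uM MgCl2, 0.05% BSA, 1 mM DTT. Fluorescence read at Ex 485/Em 525 nm.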
Menin MLL FP TR – qHTS Assay for Inhibitors Targeting the Menin-MLL Interaction in MLL Related Leukemias: Competition With Texas Red Labeled MLL-derived Mutant Peptide. Potency, µM (titrated, usually from 61.6 µM), without a hit: at the highest dose FP activity change, negative = inhibition, most hits filed as inhibitors. Menin + Texas Red MLL mutant peptide, fluorescence polarization. O00255. actives 0.23% (n = 270,000); active = well fitted inhibition curve with a large enough effect in the polarisation, with a control signal flat, not every such curve was filed as active; inconclusive = small, poorly fitted or top-dose-only effect, or effect the other way, or a change in a side signal; inactive = no such curve, though single readings can be large or run the other way; the % refers to the polarisation; note: potency is the fitted concentration of half-maximal effect; % of control where 0% means no effect; many of its hits are not listed in these tables
Starred values were filed as active, the others as inactive; ? = inconclusive; nt = not tested or not shown; [ ] = dose if it differs, or a comment. Unless noted, calls come from the whole dose curve; as a rule, active = well fitted curve in the direction sought with a large enough effect; inconclusive = small, poorly fitted or top-dose-only effect, or another doubt; inactive = no such curve, though single readings can be large; an effect the other way counts as inactive or inconclusive. A portion of the library; the hit share may differ from the screen's.

SMILES | S-ASM inh | Chronic BCR inh | GALK inhibitor | hERG WT inh | PKM2 act | MBNL1 CUG block | TSHR antag | Mito fusion yeast | USP2a inh | Eya2 inh | Menin MLL FP TR
CC1(C)CC(OC(=O)c2ccccc2)CC(C)(C)N1 | -2% | 3% | 3% | -10 | 1% | -9% | -8 | -1% | 3% | -38% | 0%
C/C(=N/NC(=O)CNC(=O)COc1ccccc1)c1ccco1 | 3% | 2% | 0% | 6 | 2% | 4% | 7 | -3% | 4% | -6% | 18%
COc1ccc(-c2nc(C)ncc2-c2csc(C)n2)c(O)c1 | -1% | ? | 0% | 2 | -1% | 3% | -2 | -2% | -5% | -3% | -4%
CN/N=C/c1ccc(C#N)cc1 | 2% | 1% | 1% | -1 | -1% | 21% | -9 | -3% | 9% | 7% | 0%
COc1ccc(-c2cc(C(F)F)n3ncc(C(=O)NCCCN4CCCC4=O)c3n2)cc1 | nt | 11% | 4% | 5 | -16% | ? | -7 | 4% | 1% | 16% | -19%
CCN(CC)C(=O)C(Oc1ccc(C)nc1[N+](=O)[O-])c1ccccc1 (stereo unspecified) | -4% | -9% | 6% | -4 | 1% | ? | -1 | -6% | 5% | -1% | -10%
CCOc1ccc2sc(NS(=O)(=O)c3ccc(OC)c(OC)c3)nc2c1 | 2% | nt | -2% | -5 | -2% | -7% | nt | 0% | nt | nt | ?
O=c1cc(Cl)[nH]n(-c2ccccc2)c1=O | 0% | 2% | -4% | -1 | -2% | 7% | 5 | 3% | 0% | -5% | 8%
O=C(COC(=O)c1cncc(Br)c1)NCc1ccc(F)cc1 | -1% | 3% | -5% | 1 | 5% | -1% | -6 | 7% | 2% | 4% | 4%
CC1OC(C)(C)OC1C1CNc2nc(NC(=O)C(C)(C)C)[nH]c(=O)c2N1C(=O)c1cccnc1 (stereo unspecified) | 2% | 1% | -1% | 0 | 3% | -8% | 2 | -4% | 2% | -2% | 0%
CC(C)CNC(=O)CN1c2cccc3cccc(c23)S1(=O)=O | 26% | 1% | -1% | -5 | -1% | 19% | 3 | 9% | 5% | 3% | 15%
Cc1ccc(C(=O)N[C@H](C(=O)Nc2sccc2C(N)=O)C(C)C)cc1 | -4% | -9% | -2% | -9 | 4% | -1% | 9 | -2% | -1% | -14% | 8%
O=c1[nH]c(CSc2cccc[n+]2[O-])nc2ccccc12 | 5% | ? | 4% | -8 | -5% | -6% | 0 | 2% | 0% | 4% | nt
Cc1onc(-c2ccccc2)c1C(=O)N/N=C/c1cc2c(cc1Cl)OCO2 | -1% | -9% | 0% | -3 | 0% | -1% | 3 | 0% | 2% | 3% | 11%
O=c1c(-c2ccc3c(c2)OCCO3)coc2cc(OC3OC(CO)C(O)C(O)C3O)ccc12 (stereo unspecified) | 0% | ? | -1% | 2 | -17% | 5% | -8 | -14% | -9% | 13% | 4%
C[C@@H]1CN([C@H](C)CO)C(=O)c2cc(NS(=O)(=O)c3cn(C)cn3)ccc2O[C@H]1CN(C)C(=O)Nc1ccccc1 | -2% | 3% | nt | -3 | nt | nt | -7 | nt | 0% | 5% | nt
O=C(C[C@@H]1C/C=C\C[C@H](Cc2ccc(F)cc2)C(=O)OC[C@H]2CCCN2C1=O)N[C@H](CO)Cc1ccccc1 | -4% | -1% | nt | 7 | nt | nt | 12 | nt | 2% | -14% | nt
O=C(Nc1ccnc(-c2ccncc2)n1)c1ccc(Cl)cc1 | 1% | 9% | 2% | nt | -5% | -8% | 19 | -7% | 1% | 3% | -12%
Cc1cnc(C(=O)OCC(=O)NCc2ccccc2)cn1 | 0% | -1% | -1% | 2 | 0% | -2% | 9 | -1% | -4% | 26% | 9%
CC(NS(=O)(=O)c1ccc(N)cc1)C1CC2CCC1C2 (stereo unspecified) | -8% | -4% | -1% | 0 | -8% | -6% | -15 | 21% | -1% | -5% | 2%
CCN(c1ccccc1)S(=O)(=O)c1ccc(N)cc1 | 0% | 2% | 0% | 1 | 0% | 5% | -5 | -1% | -1% | -6% | 7%
COc1ccc(NC(=O)c2ccc(-n3nc(C)cc3C)cc2)cc1OC | 0% | ? | -1% | 8 | 0% | -12% | 9 | -2% | 5% | -2% | 29%
Brc1ccc(-c2csc(Nc3nc(-c4ccc(Br)cc4)cs3)n2)cc1 | 5% | ? | -2% | 6 | -2% | 55%[activator] | -10 | -70%[inhibitor] | 4% | -8% | ?
CC(C)CCn1c(NCCc2ccccc2)nc2c1c(=O)n(C)c(=O)n2C | -3% | ? | -2% | -12 | -5% | -4% | -8 | 18µM* | 4% | -6% | nt
Cc1cccc(C)c1NC(=O)COC(=O)Cc1ccsc1 | 2% | 0% | nt | -16 | 1% | -10% | 3 | -5% | -3% | -6% | -10%
Cc1c(C(=O)Nc2nnc(C3CC3)s2)oc2ccccc12 | -7% | 8% | nt | -3 | nt | nt | -1 | 6% | 2% | 7% | nt
CN(Cc1ccccc1)S(=O)(=O)c1ccc2c(c1)n(C)c(=O)n2C | 4% | 2% | 0% | 9 | ? | 7% | 1 | -7% | 1% | -5% | -3%
CCCC(C(=O)NC1CCCCC1)N(CC1CCCO1)C(=O)CNS(=O)(=O)c1ccc(F)cc1 (stereo unspecified) | -1% | 0% | 1% | 0 | -7% | 6% | -6 | 3% | -1% | -6% | 2%
CCN(CC)C(=O)C1=C(C)NC(=O)NC1c1ccccc1F (stereo unspecified) | nt | 2% | -4% | nt | -2% | -4% | -3 | -7% | 0% | 10% | -2%
Cc1cc(C)c(S(=O)(=O)/N=C2\C=C(NS(=O)(=O)c3ccccc3)C(=O)c3ccccc32)c(C)c1 | -10% | 3% | 5% | -10 | nt | 12% | -15 | -17% | 1% | -9% | 20%
COCCNC(=S)N(CCc1c(C)[nH]c2ccc(F)cc12)Cc1ccc(C)cc1 | 0% | ? | nt | 0 | nt | 6% | 5 | -36%[inhibitor] | -5% | -24% | 81%[activator]
Cc1cc(C)c(C#N)c(OCC(=O)c2ccccc2)n1 | -4% | ? | 1% | -4 | 3% | 9% | -2 | 3% | -1% | -3% | -6%
CC(Oc1ccc(F)cc1)C(=O)Nc1ccccc1N1CCCCC1 (stereo unspecified) | -1% | 8% | -5% | -1 | -7% | 5% | -6 | -1% | 1% | 4% | nt
CCOC(=O)C1CCCN(C(=O)COc2ccc(C(=O)c3ccccc3)cc2)C1 (stereo unspecified) | -1% | 9% | nt | -3 | nt | nt | -26 | 2% | -2% | -39% | nt
CC(C)Cn1c(SCC(=O)c2c(N)n(C)c(=O)n(C)c2=O)nc2ccccc21 | 2% | -1% | -5% | -116* | -1% | 11% | -3 | -2% | 2% | -2% | ?
COC(=O)C1=C(C(=O)OC)[C@]2([C@H]3CCCCN[C@@H](Cc4ccccc4)C(=O)N3Cc3ccccc3)C=C[C@H]1O2 | 1% | 0% | nt | -3 | nt | nt | -20 | nt | 0% | -21% | nt
O=C(Nc1cccn(Cc2ccccc2Cl)c1=O)NC1CCCCC1 | -2% | -2% | 3% | -11 | -3% | 18% | -5 | 23% | -2% | 4% | -12%
COc1ccc(Cl)cc1S(=O)(=O)NCc1cccnc1 | 14% | ? | 0% | -3 | 0% | -3% | 5 | 0% | 6% | -1% | -2%

Assay outcomes as filed in PubChem BioAssay.
